Screening data deposited in PubChem BioAssay by National Center for Advancing Translational Sciences (NCATS).
TDP43 rescue – rescues yeast growth from TDP-43 toxicity; TDP-43 expressing yeast growth rescue, BacTiter-Glo, 24 h; Potency, µM (series often up to 46.1 µM), without a hit: at the highest dose growth rescue (activation), actives largely listed as activators; actives 1.8% (n = 410,000); note: potency is the fitted concentration of half-maximal effect; % of control where 0% means no effect; nearly all actives have a fitted effect of over 50% in size
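Galactose-induced TDP-43 yeast, OD600=0.02, compound pinned; 24 hr, 30 deg C; BacTiter-Glo luminescence for growth. Inhibitors of TDP-43 toxicity read as activators.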
FUS yeast rescue – rescues growth of FUS-expressing yeast; actives 0.24% (n = 390,000); AID 1347120; Potency, µM (top dose mostly 76.6 µM), inactives show at the highest dose growth rescue (activation), hits mostly activators; S. cerevisiae FUS-expressing, growth rescue, OD600, 24 h;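 note: potency is the fitted concentration of half-maximal effect; plate controls were DMSO vehicle for no effect and reference control for full effect; nearly all actives have a fitted effect of over 55% in size; some results filed as inactive show a strong effect at the top dose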
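FUS-expressing yeast, raffinose-pregrown, induced in 2% galactose minimal medium at OD 0.005; compounds in a dilution series, 24hr at 30C. Growth restoration read as absorbance at 600 nm. CP55940 positive control, DMSO negative.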
MmCpn inh – blocks the Methanococcus maripaludis chaperonin Mm-Cpn; purified Mm-Cpn ATPase, ADP Transcreener TR-FRET; Potency, µM (highest dose often 76.9 µM), without a hit: top-dose activity, negative = inhibition, usual class: inhibitors; actives 0.031% (n = 330,000); note: potency is the fitted concentration of half-maximal effect; % is set by controls: 0 for no effect and ±100 for the full control effect; nearly all actives have a fitted effect of over 80% in size
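ATPase read-out: TR-FRET ADP immunoassay (anti-ADP Eu cryptate vs ADP-d2), ex 320 nm, em 590/665 nm; signal drops as ADP forms. Enzyme 25 nM, ATP 10 uM, 30 min at 37°C after 10 min compound preincubation.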
Akt phos inh – blocks phosphorylation of Akt; actives 0.32% (n = 360,000); activity change, % for hits at 50 µM; AID 651550; Neuro2A IGF-stimulated pAkt S473 HTRF, 20 min; active compounds read low; in the data active = activity change below about -80%; inconclusive = mostly about -51% to -80%; note: % is set by controls: 0 for no effect and ±100 for the full control effect
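Single-point screen (50 µM final compound) in Neuro2A cells stimulated 20 min with 6 nM IGF at 37 deg C. After lysis, Ser473-phosphorylated Akt read by HTRF (ex 330 nm, em 615/665 nm) as the 665/615 ratio.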
PTHR1 ag – activates the human parathyroid hormone receptor PTHR1. Q03431. actives 0.075% (n = 410,000). Potency, µM (top dose mostly 115 µM), for the others: top-dose activation, usual class: activators. HEK293 GP2 PTHR1 cells, GloSensor cAMP luminescence, 1 h; note: potency is the fitted concentration of half-maximal effect; nearly all actives have a fitted effect of over 55% in size; some results filed as inactive show a strong effect at the top dose; inactives centre near -15; many of its hits are not listed in these tables
Target sequence (Q03431 whole entry, looked up): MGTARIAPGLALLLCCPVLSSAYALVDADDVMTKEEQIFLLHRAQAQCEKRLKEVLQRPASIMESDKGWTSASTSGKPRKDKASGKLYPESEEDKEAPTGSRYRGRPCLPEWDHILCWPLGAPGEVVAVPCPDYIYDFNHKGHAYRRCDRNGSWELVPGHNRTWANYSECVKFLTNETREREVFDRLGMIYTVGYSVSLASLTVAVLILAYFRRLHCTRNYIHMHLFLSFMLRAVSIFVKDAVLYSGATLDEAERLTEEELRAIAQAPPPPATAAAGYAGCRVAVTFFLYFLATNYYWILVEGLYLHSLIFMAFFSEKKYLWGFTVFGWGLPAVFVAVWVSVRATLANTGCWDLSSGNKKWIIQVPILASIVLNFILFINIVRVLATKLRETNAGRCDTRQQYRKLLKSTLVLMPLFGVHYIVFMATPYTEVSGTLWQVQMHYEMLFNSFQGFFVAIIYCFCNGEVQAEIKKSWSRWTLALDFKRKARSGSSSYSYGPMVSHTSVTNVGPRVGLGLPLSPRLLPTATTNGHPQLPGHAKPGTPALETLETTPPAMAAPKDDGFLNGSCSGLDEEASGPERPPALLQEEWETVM
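HEK-293-derived GP2 cells expressing PTHR1 and a GloSensor cAMP reporter, 3,000/well, plated overnight, given luciferin plus IBMX (each 0.5 mM as added) for 1 h at 37 °C, then compound for 1 h at 37 °C. Luminescence was read after 15 min at room temperature.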
GLP-1R inv ag – inverse agonists of human GLP-1 receptor; AID 624417; P43220; Potency, µM (doses to about 38.3 µM), inactives show at the top dose activity change, negative = inhibition, actives largely listed as inhibitors; actives 1.6% (n = 410,000); HEK293 GLP-1R CRE-luciferase, luminescence, 24 h; GLP-1R form is constitutively active; note: potency is the fitted concentration of half-maximal effect; % is set by controls: 0 for no effect and ±100 for the full control effect; nearly all actives have a fitted effect of over 55% in size
Target sequence (P43220 whole entry, looked up): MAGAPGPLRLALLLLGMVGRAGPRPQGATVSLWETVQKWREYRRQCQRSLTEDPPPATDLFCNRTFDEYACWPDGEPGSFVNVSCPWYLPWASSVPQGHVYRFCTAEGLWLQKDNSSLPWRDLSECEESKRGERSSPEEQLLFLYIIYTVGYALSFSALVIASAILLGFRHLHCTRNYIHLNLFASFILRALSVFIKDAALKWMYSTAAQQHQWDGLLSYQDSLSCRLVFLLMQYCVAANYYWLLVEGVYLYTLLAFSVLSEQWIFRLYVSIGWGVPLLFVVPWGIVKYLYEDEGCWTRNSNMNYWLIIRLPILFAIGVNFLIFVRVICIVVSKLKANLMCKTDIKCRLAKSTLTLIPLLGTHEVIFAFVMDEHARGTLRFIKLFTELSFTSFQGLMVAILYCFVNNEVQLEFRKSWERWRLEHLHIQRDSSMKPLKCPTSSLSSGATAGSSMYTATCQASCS
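Luminescence readout: a drop in cAMP-driven luciferase signal flags inverse agonism at a constitutively active GLP-1R stably expressed in HEK293. Compound exposure lasted 24 hr at 37 deg C, 5% CO2.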
Abeta yeast res – restores growth of yeast expressing A-beta42 peptide; yeast expressing A-beta42, growth rescue, OD600, 48 h; response scale: 0% DMSO, 100% iron-clioquinol control; Potency, µM (highest dose often 46.1 µM), for inactives: at the top dose growth rescue, hits mostly activators; actives 0.063% (n = 410,000); AID 1347071; note: potency is the fitted concentration of half-maximal effect; nearly all actives have a fitted effect of over 55% in size
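Yeast A-beta toxicity model in growth medium with pinned compounds, 48 h at 30 C; growth read as absorbance at 600 nm. Normalized to FeCl3/clioquinol equimolar mix (positive) and DMSO (negative).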
aSyn rescue – inhibitors of alpha-synuclein toxicity in yeast; actives 0.14% (n = 370,000); Yeast expressing alpha-synuclein, growth rescue, BacTiter-Glo, 24 h; Potency, µM (top dose mostly 46.1 µM), for the others: top-dose growth rescue (activation), most hits filed as activators; note: potency is the fitted concentration of half-maximal effect; % of control where 0% means no effect; nearly all actives have a fitted effect of over 65% in size
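Galactose-induced alpha-syn yeast (OD600=0.02, raffinose-pregrown) + pinned cpd, 24 hr, 30 deg C; growth by BacTiter-Glo luminescence. Growth restoration scores as activation.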
HEK293 tox – cytotoxicity counter-screen for GLP-1 receptor inverse agonists. HEK293 cAMP-luciferase reporter cells, luminescence, 24 h. Potency, µM (highest dose often 38.3 µM), without a hit: at the top dose activity change, negative = inhibition, hits mostly inhibitors. actives 0.13% (n = 410,000). AID 624418;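 note: loss of luciferase light is scored as toxicity; potency is the fitted concentration of half-maximal effect; % is set by controls: 0 for no effect and ±100 for the full control effect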
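Quantitative HTS format, 1536 wells, 200 cells/uL seeded. Compounds: 23 nL, 24 h, 37 °C. Detection: luciferase reagent, luminescence at 12 min RT; decreased signal taken as cytotoxic.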
The depositor's hits bear a star; i = inactive; u = inconclusive; x = not tested or not shown; & = joins results of further samples; [ ] = another dose, or the depositor's remark. Unless noted, calls come from the whole dose curve; as a rule, active = well fitted curve in the direction sought with a large enough effect; inconclusive = small, poorly fitted or top-dose-only effect, or another doubt; inactive = no such curve, though single readings can be large; an effect the other way counts as inactive or inconclusive. An excerpt; the hit share may differ from the screen's.

Sequence of screens – TDP43 rescue, FUS yeast rescue, MmCpn inh, Akt phos inh, PTHR1 ag, GLP-1R inv ag, Abeta yeast res, aSyn rescue, HEK293 tox
- CC1(c2nnc(-c3ccccc3)o2)CC(c2ccncc2)=NO1 (stereo unspecified)
  24%, -2%, -1%, i, -36%[inhibitor], -1%, -14%, 0%, -8%
- COc1ccc(N2CC(C(=O)Nc3ccc(F)cc3F)CC2=O)cc1 (stereo unspecified)
  -4%, -2%, 0%, x, -3%[57.5 µM], 0%, 10%, 7%, 0%
- COc1cc2[nH]c(=O)n(CCCCCC(=O)N3CCN(c4ccccc4)CC3)c(=O)c2cc1OC
  -4%, 44%, -3%, i, u, 5%, 2%, -4%, -8%
- C[C@H]1C(=O)N(C)CCN1C(=O)c1cccc(OC2CCN(CC(C)(C)C)CC2)c1
  2%, -9%, 1%, i, u, 14%, 0%, -1%, 1%
- CC(=O)c1cccc(NC(=O)CCS(=O)(=O)c2ccc3c(c2)n(C)c(=O)c(=O)n3C)c1
  u, -27%, x, x, -15%, 6%, -8%, x, -2%
- O=C(c1ccccc1-c1nc(-c2ccccc2)no1)N1CCCC1
  21%, -6%, 0%, i, -4%[57.5 µM], 7%, -4%, -15%, -12%
- CN1CCN(C(=O)/C(C#N)=C/c2ccc(F)cc2)CC1
  -7%, -15%, 1%, i, i, 6%, -8%, 5%, 0%
- CN(C)S(=O)(=O)c1ccc2c(c1)N(CC(=O)NCc1ccccc1)C(=O)C1CCCCN21 (stereo unspecified)
  0%[9.22 µM], 0%, x, x, -10%, 2%, -7%, x, -15%
- O=C(c1c[nH]c2ccc(F)cc2c1=O)N1CCCCCC1
  -15%, 16%, 3%, i, -14%[57.5 µM], 1%, 9%, 2%, -2%
- O=C(NCc1ccncc1)c1cncc(Br)c1
  19%, -26%, 0%, i, -19%, 14%, 0%, -5%, 1%
- CC(C)CC1Nc2ncnc(N3CCN(c4ccccn4)CC3)c2N(Cc2ccc(Cl)cc2)C1=O (stereo unspecified)
  -8%&-15%, 25%&43%, -3%, i, i, u, 22%&3%, 1%&13%, 4%&2%
- CC1(C)C(=O)N(CC(=O)Nc2ccc(Cl)cc2)c2ccccc21
  26%, 6%, x, x, i, u, 9%, x, -5%
- Cc1ccc(S(=O)(=O)N2CCC(NC(=O)c3cccc(F)c3)CC2)cc1
  -12%, 3%, 1%, i, i, -25%, 2%, -9%, 11%
- Cc1ccc(-n2[nH]c(C)c(C=Nc3ccc(C)cn3)c2=O)cc1
  -18%, -11%, 0%, i, -2%[57.5 µM], 5%, -47%[inhibitor], -30%[inhibitor], -8%
- COc1ccc(C(=S)N2CCC(C(N)=O)CC2)cc1Br
  -12%, 11%, 1%, i, -9%, 7%, -8%, 2%, -6%
- Cc1cc2ccccc2n1CCNCc1c(C(=O)N2CCOCC2)nc2ccccn12
  -5%, 30%, 0%, i, i, 41%[activator], 2%, 5%, -7%
- CC(C)C[C@@H](CN1CCC[C@H]1CN1C(=O)C(=O)NC[C@@H]1Cc1ccc(O)cc1)N1C[C@H](Cc2ccc(O)cc2)N(CCc2ccccc2)C(=O)C1=O
  10%, 7%, x, i, u, 5%, -5%, -5%, 2%
- NC(=O)C1CCN(c2ccc([N+](=O)[O-])cc2Cl)CC1
  x, 9%, 0%, i, -1%, 9%, -1%, -2%, -3%
- Cc1ccc(CC(=O)Nc2nccs2)cc1
  19%, -12%, -2%, i, -4%, 1%, 22%, -4%, 2%
- COC(=O)c1[nH]c2c(c1C)C(=O)CC(c1ccc(C)cc1)C2 (stereo unspecified)
  11%, -19%, x, i, i, -7%, u, 0%, -8%
- NS(=O)(=O)c1ccc(N2N=C(c3ccccc3)CC2c2cccc(F)c2)cc1 (stereo unspecified)
  28%, x, -7%, i, -15%, u, 2%, 14%, 21%
- CCCc1cc(=O)[nH]c2nnc(SCCC(C)C)n12
  4%, 40%, x, x, 14%, -6%, 7%, x, 1%
- COc1cc(OC)c2ccc(=O)oc2c1C(CCN1CCCC(C)C1)c1ccc2c(c1)OCO2 (stereo unspecified)
  -28%, 12%, -1%, i, 10%, -19%, -22%, -2%, u
- COc1cccc(/C=N/N2C(=O)CSC2=S)c1O
  u, x, u, i, -11%, 0%, 24%, 8%, -30%
- O=C(CCCN1C(=O)C(=Cc2ccc3c(c2)OCO3)SC1=S)Nc1ccc(C(=O)O)c(O)c1
  7%, 10%, x, i, -50%[inhibitor], -7%, -15%, -3%, -3%
- Cn1c(CN2CCOCC2)nnc1SCC(N)=O
  -18%, 51%, -1%, i, i, 0%, -2%, 0%, 24%
- C=C(C)CN(CC)C(=O)CN1C(=O)NC2(CCCc3ccccc32)C1=O (stereo unspecified)
  -11%, -1%, 0%, i, i, 6%, -3%, 0%, 14%
- CC(NC(=O)CSc1ncccn1)c1ccc2c(c1)OCO2 (stereo unspecified)
  u, 30%, 0%, i, -23%, 7%, -4%, -20%, 13%
- O=C(CC1SC(N2CCCCC2)=NC1=O)Nc1cccc(C(=O)O)c1 (stereo unspecified)
  2%, 5%, 1%, i, i, 0%, -9%, u, -4%
- CCOC(=O)[C@H]1[C@H]2COc3ccc(Br)cc3[C@@H]2N2C(=O)c3c(C)cc(C)cc3NC(=O)[C@@]12C
  22%, 34%, -12%, i, i, -26%, 22%, -21%, -17%
- CCc1ccc(OCC(=O)Nc2nnc(-c3ccco3)s2)cc1
  10%, 24%, -2%, i, i, 0%, 3%, 1%, -13%
- Cc1cc(=O)[nH]c2c1c(-c1ccccc1)nn2C
  6%, 4%, 6%, i, i, 102%[activator], 0%, 2%, 13%
- O=C(COC(=O)c1ccccc1Br)NCCN1C(=O)CSC1=O
  11%, -15%, -4%, i, -21%, u, -5%, -2%, -11%
- O=C(NC1CCCCC1)NC1CC2CCC(C1)N2C(=S)NCc1ccco1 (stereo unspecified)
  -9%, 10%, 2%, i, i, 12%, 5%, -5%, -22%
- COC(=O)c1ccc(C(=O)NC2CCCc3c2cnn3-c2ccccc2F)nc1 (stereo unspecified)
  23%, 30%, -1%, i, -17%, u, -11%, 7%, -20%
- O=C(NCc1ccccn1)C(=O)NCC1OCCCN1S(=O)(=O)c1cc(F)ccc1F (stereo unspecified)
  -10%, x, 1%, i, -4%, 15%, -10%, -13%, 30%
- Cc1occc1C(=O)N1CCCC(Nc2ccc(F)cc2)C1 (stereo unspecified)
  14%, -5%, 3%, i, i, -18%, 9%, -5%, 2%
- CCc1ccccc1N(CC)C(=O)c1c(C)oc2ncn(C)c(=O)c12
  19%, 7%, x, x, -69%[inhibitor], 24%, -3%, x, 5%
- O=C(Nc1ccc(S(=O)(=O)N2CCCCC2)cc1)C1CCCCC1
  9%, 16%, -3%, i, -7%, u, -2%, 0%, -12%
- CCC(c1nnnn1C1CCCC1)N1CCN(c2cccc(OC)c2)CC1 (stereo unspecified)
  -23%, 61%, -4%, i, i, -46%, 14%, 1%, -10%
- CC(=O)Nc1ccc(CN2C(=O)C(Cc3ccccc3)ON=C2c2ncccc2C)cc1 (stereo unspecified)
  20%, 18%, x, i, i, 0%, -4%, 0%, 8%
- CNc1ccc2ncc(-c3ccccc3C(C)=O)n2n1
  4%, -15%, x, i, -14%, 25%, 5%, -7%, -5%
- C/C(=N\Nc1nccnc1Cl)c1ccc(O)cc1
  3%, -24%, -2%, i, -20%, -29%, 10%, -3%, u
- Cc1nnc(NC(=O)COc2ccc3c(C)cc(=O)oc3c2)s1
  -22%, u, u, i, -16%, 11%, -16%, -6%, 1%
- CCOC(=O)c1cnc2ccccc2c1Nc1cccc(C(=O)O)c1
  21%, 22%, -15%, i, i, 16%, -7%, -5%, -5%
- CC(C)[C@H](NC(=O)OCc1ccccc1)C(=O)OCC(=O)NCCc1ccccc1
  2%, 28%, -2%, i, -7%, u, 0%, -1%, -6%
- O=C1c2ccccc2OC2(C=Cc3ccccc3O2)N1Cc1ccccc1 (stereo unspecified)
  -2%, 26%, 2%, i, i, u, u, -18%, u
- COc1ccccc1NC(=O)CON=C(N)CC(=O)NC1CCCCC1
  7%, 3%, 0%, i, -6%, 0%, -4%, 2%, -1%
- O=C(CSc1ncccn1)Nn1cnnc1
  -7%, 8%, 4%, i, i, -1%, 19%, 2%, -7%
- CCCOC(=O)c1ccc(NC(=O)Cc2cccs2)cc1
  29%, 21%, -1%, i, -9%, -64%, u, 2%, -4%

Next part:
Sequence of screens – TDP43 rescue, FUS yeast rescue, MmCpn inh, Akt phos inh, PTHR1 ag, GLP-1R inv ag, Abeta yeast res, aSyn rescue, HEK293 tox
- CCc1cccc(C)c1NC(=O)C1CCCN1C(=O)NCc1ccccc1 (stereo unspecified)
  -1%, 20%, 2%, i, -11%, 11%, -20%, -4%, 18%
- Cc1cc(C)c2nc(SCC(=O)Nc3cc(C)on3)c(C#N)cc2c1
  -22%, 25%, u, i, i, 17%, -13%, -2%, 19%
- COC(=O)c1cccc(Cn2nnc3sc4c(c3c2=O)CCC(C(C)(C)C)C4)c1 (stereo unspecified)
  11%, -20%, x, x, i, -6%, 5%, x, -7%
- O=C(Nc1cccc(-c2nc3cc(Cl)ccc3o2)c1)c1ccc(F)cc1
  -3%, -26%, x, x, -38%[inhibitor], 9%, -18%, -24%, 2%
- COc1ccccc1CNC(=O)CCC(=O)N1CC2CCCN2c2ccccc21 (stereo unspecified)
  6%, -8%, x, x, 18%, -6%, -19%, x, -10%
